NF-kB expr up: compounds increasing NF-kB expression in human neuronal cells | hit rate 1.6% among 190,000 | NF-kB reporter expression; stronger effect = higher value | fold change at 12.5 µM; in the data active means fold change above about 3.3
TNAP act hi DEA: activators of human TNAP at high phosphate acceptor concentration | P05186 | purified TNAP, CDP-star luminescence, 1 M DEA, 30 min; stronger effect = higher value; 0 = EDTA background, 1 = DMSO-only activity | activation factor at 20 µM | 200,000 tested, under 10 active;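 active means activation factor at least 2 at 20 µM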
Target sequence (P05186 whole entry, looked up): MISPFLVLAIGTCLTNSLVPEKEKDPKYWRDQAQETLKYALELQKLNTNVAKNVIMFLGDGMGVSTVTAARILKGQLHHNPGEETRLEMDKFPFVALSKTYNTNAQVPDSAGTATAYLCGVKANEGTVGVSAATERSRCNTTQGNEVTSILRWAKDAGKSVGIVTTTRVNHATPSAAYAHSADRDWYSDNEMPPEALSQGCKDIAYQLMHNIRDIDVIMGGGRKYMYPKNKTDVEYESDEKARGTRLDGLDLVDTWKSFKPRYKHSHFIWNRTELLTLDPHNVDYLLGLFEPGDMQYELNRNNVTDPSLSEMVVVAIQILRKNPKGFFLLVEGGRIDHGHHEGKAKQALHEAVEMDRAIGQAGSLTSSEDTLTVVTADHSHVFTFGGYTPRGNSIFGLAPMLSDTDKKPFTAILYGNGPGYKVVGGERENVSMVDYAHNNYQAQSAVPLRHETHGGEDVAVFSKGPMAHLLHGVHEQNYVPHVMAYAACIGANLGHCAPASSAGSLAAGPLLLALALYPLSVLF
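Dosing: 20 µM single point. System: human TNAP. Amount: TNAP 1/800 final. Incubation: 30 min, room temperature. Read-out: TNAP activation factor scaled between EDTA and DMSO control wells. Signal: luminescence from CDP-star hydrolysis. Medium: 1 M DEA, pH 9.8, Mg2+, Zn2+. Control set: EDTA negative control, DMSO positive control.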
FLuc inh counter: Photinus pyralis luciferase inhibition counter-screen; P08659; ATPLite firefly luciferase biochemical luminescence, 10 min; inhibition, % at 10 µM; hit rate 1.5% among 200,000;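 active means inhibition above about 50% when tested at 10 µM, limit read from the data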
FLuc stim CS: affects firefly luciferase, flagging false hits in luciferase stimulation screens | P08659 | ATPlite luciferase biochemical, luminescence, 10 min; 0 = ATP-free wells, 1 = DMSO control | activation factor at 10 µM | 200,000 tested, under 10 active | AID 1027;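 active means luciferase activation factor, scaled between plate controls, of at least 2 with compound at 10 µM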
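test system = cell-free luciferase reagent | medium = PBS as buffer for the ATP substrate | dosing = test compounds dosed from 2 mM stocks in 100% DMSO | incubation = 10 min at ambient temperature | detection = luminescence measurement of luciferase light output | benchmarks = low control with PBS replacing ATP, high control enzyme plus ATP without compound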
TNAP inh hiacc: blocks human TNAP under high phosphate acceptor concentration. P05186. purified TNAP, CDP-star luminescence, 1 M DEA. inhibition, % at 20 µM. hit rate 0.03% among 200,000;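 active means over 50% inhibition of tissue-nonspecific alkaline phosphatase at 20 µM in the single-dose screen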;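 further: plate controls were DMSO wells for no effect and EDTA-quenched wells as full inhibition for full effect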
PMI act hi M6P: PMI (human) activation, high substrate; P34949; coupled PMI enzyme assay, resazurin fluorescence, 20 min; stronger effect = higher value; 1 = untreated enzyme, 0 = substrate-free blank; activation factor at 20 µM; hit rate 0.34% among 190,000; AID 1216;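 active means activation factor of 2 or more at 20 µM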
Target sequence (P34949 whole entry, looked up): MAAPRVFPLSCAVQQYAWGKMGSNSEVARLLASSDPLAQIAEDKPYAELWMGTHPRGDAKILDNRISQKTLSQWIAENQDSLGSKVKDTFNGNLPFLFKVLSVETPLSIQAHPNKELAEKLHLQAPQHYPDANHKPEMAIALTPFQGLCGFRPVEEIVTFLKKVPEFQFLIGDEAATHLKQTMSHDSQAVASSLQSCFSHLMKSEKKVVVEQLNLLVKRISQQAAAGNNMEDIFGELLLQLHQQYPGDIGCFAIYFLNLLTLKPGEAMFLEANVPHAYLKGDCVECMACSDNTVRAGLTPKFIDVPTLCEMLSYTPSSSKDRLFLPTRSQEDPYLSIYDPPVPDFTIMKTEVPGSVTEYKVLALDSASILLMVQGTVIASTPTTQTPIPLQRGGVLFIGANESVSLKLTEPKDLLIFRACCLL
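Test system: human phosphomannose isomerase with PGI, G6PDH, diaphorase coupling enzymes; Amount: PMI at 15 ng/mL final; Reagent: Mannose-6-phosphate 1.0 mM (near-saturating) plus 0.22 mM NADP+; Timing: 20 min, room temperature; Technique: resorufin fluorescence at Ex 544/Em 590 nm; Dosing: 20 µM single dose.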
TNAP inh noacc: blocks human TNAP activity with no phosphate acceptor present; AID 1012; purified TNAP, CDP-star luminescence, 30 min; P05186; inhibition, % at 20 µM; hit rate 0.26% among 200,000;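 active means tissue-nonspecific alkaline phosphatase inhibition above about 50% at 20 µM in the single-dose screen, limit read from the data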;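 further: 0% = DMSO negative control and 100% = EDTA positive control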
APP 5'UTR act: APP 5'UTR luciferase reporter activation; activation, % at 2 µM; AID 1276; SH-SY5Y APP 5'UTR luciferase reporter, luminescence; zero percent = DMSO vehicle wells; hit rate 1% among 190,000;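 active means activation above a set limit, based on mean plus 3 SD of controls, cut at about 140% in these data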; further: values of inactives mirror those of a sister screen read the other way
PMI act: phosphomannose isomerase (human) activation | purified human PMI, coupled resazurin fluorescence, 20 min; stronger effect = higher value; 1 = vehicle control, 0 substrate-free wells | activation factor at 20 µM | hit rate 0.005% among 190,000;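 active means activation factor of 2 or more at 20 µM, relative to plate controls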
bIAP act: intestinal alkaline phosphatase (bovine) activation | purified bovine IAP, CDP-star luminescence, 30 min; stronger effect = higher value; fold of DMSO-control signal, blank-subtracted | activation factor at 20 µM | hit rate 0.17% among 200,000 | AID 1016;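 active means activation factor of 2 or more at 20 µM, a signal rise over negative controls twice the positive control's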
* hit, by the source's call; x = not tested or not shown.

Compound	NF-kB expr up	TNAP act hi DEA	FLuc inh counter	FLuc stim CS	TNAP inh hiacc	PMI act hi M6P	TNAP inh noacc	APP 5'UTR act	PMI act	bIAP act
CC(C)CC(=O)Nc1ccc(C(=O)Cn2nc(C(=O)O)c3ccccc3c2=O)cc1	1.3	1.1	-12	1.1	-5	1	-4	19	1	0.9
COc1ccccc1CN1CCNC(=O)C1CC(=O)N(C)Cc1cnccn1 (stereo not drawn)	1.3	1	-3	1	-4	0.7	-10	-12	0.9	1.1
COCc1cc(C)nc(OCC(=O)N/N=C/c2ccc(-c3cc([N+](=O)[O-])ccc3Cl)o2)c1C#N	0.98	1	-6	1.1	-2	1.1	-7	11	1.1	0.9
Cc1ccccc1-c1ccc(C(=O)NCc2ccccc2)o1	1.6	1	1	1	3	1	-6	-1	1	1.1
CNc1oc(-c2cccs2)nc1C#N	1.3	1	-3	1	-2	1	-10	4	0.9	1.1
O=S(=O)(c1ccc(S(=O)(=O)N(Cc2cccs2)CC2CCCO2)cc1)N1CCCCC1 (stereo not drawn)	1.4	1	-4	1	0	0.9	-4	21	0.9	0.7
COc1ccc(NC(=S)NCCCN2CCCC2)cc1Cl	1.1	1.1	-9	1.1	-5	1.1	-4	14	1.2	0.9
C=CCc1ccc(OCCOCCOc2ccccc2[N+](=O)[O-])c(OC)c1	0.67	1	3	1	2	1.1	-3	9	0.9	1
O=C(CSc1ccc2nnc(-c3ccc(Cl)cc3)n2n1)N1CCc2ccccc21	0.42	1	-9	1.1	-1	1.1	-1	1	1	0.8
CCn1cc([N+](=O)[O-])c(C(=O)Nc2nc3ccc(OC)cc3s2)n1	2.1	1	15	0.9	-4	0.9	-7	91	0.9	0.9
C1=C(c2ccccc2)Nc2nnnn2C1c1cccs1 (stereo not drawn)	1.4	1	-3	1	0	0.9	-6	19	1	0.9
COc1ccc(C(=O)Nc2ccc3cn[nH]c3c2)c(OC)c1	2.7	1.1	31	0.7	-5	1	-10	134	1	1.5
COC(=O)C1=C(C)N(CCc2c[nH]c3ccccc23)C(=O)C1	1.3	1	-3	1	-2	0.7	1	20	1.1	1
Nc1nonc1-c1nc2ccccc2n1Cc1ccc(Cl)cc1	1.3	1.1	-4	1	-6	1.1	-15	4	1.1	0.9
COC(=O)CSc1ccc2c(N)c(C(=O)OC)sc2c1	1	1.1	11	0.9	-9	1	-8	6	1	0.8
CC1CN(C(=O)/C=C/c2ccc3c(c2)OCO3)CC(C)O1 (stereo not drawn)	1.2	1	-3	1	-3	1	-4	8	1	1
CC1CCN(C(=O)CSc2nncn2C)CC1	1	1	-6	1.1	-1	1.1	0	-20	1.1	0.9
Cc1ccc(SCC(=O)N2CCC(C(N)=O)CC2)cc1	1.4	1	-1	1	1	1	-6	9	1	0.9
COc1cc(NC(=S)N2CCc3ccccc3C2)cc(OC)c1	1.1	1	-7	1.1	0	0.9	-12	-10	0.8	1
O=C(CN(Cc1ccccc1)C1=NCCS1)c1ccc(Cl)cc1	1.5	1	-3	1	-4	0.9	-10	-2	0.9	1
FC(F)(F)c1nc2ccccc2n2c(-c3c(Cl)cccc3Cl)nnc12	0.9	1	-3	1	2	1	-3	-29	0.9	1
COc1cc(C2CC(=O)N(CC(=O)NCC3CCCO3)c3ccccc3S2)cc(OC)c1OC (stereo not drawn)	1.1	1.1	-3	1	-8	1.1	-8	34	1.1	1.1
NS(=O)(=O)c1ccc(CCNC(=O)Nc2ccc(Cl)c(Cl)c2)cc1	0.75	1	-6	1.1	3	0.9	-7	x	0.8	0.9
Cn1nc(C(=O)N2CCOCC2)c([N+](=O)[O-])c1C(=O)N1CCOCC1	0.97	1	-1	1	-2	1	-18	-6	1	1.2
Cc1ccc(OCC(=O)Nc2ccc3c(c2)nc(CCN2CCOCC2)n3C)cc1	1.2	1.1	-11	1.1	-10	1	-4	11	1.1	1
CC(C)Cc1ccc(/C=C/C(=O)NC2CC2)cc1	3.2	1	24	0.8	-4	0.9	-7	63	1	1.1
CCOc1ccc(NC2=NCCC(=O)N2Cc2cccs2)cc1	1.1	1.1	-4	1	-7	1.3	-18	-4	1.2	1
Cc1ccc(NC(=O)CN2CCC(NC(=O)Cc3ccccc3)CC2)c(C)c1	1.3	1	-8	1.1	-1	1	-7	-11	0.9	0.9
CCOCCCNC(=O)C(c1ccc(C)cc1)N(Cc1cccs1)C(=O)CNC(C)=O (stereo not drawn)	1.1	1	-8	1.1	-4	1	-8	-5	0.9	0.4
COCCn1nnnc1SCC(=O)Nc1ccc2c(c1)OCO2	1.2	1.1	-4	1	-5	0.8	-10	37	0.9	1
O=C(Nc1ccc(Br)cc1Cl)c1cnccn1	1.5	1	2	1	2	0.9	-2	12	0.9	0.8
CCc1ccc2nc(NC(=O)c3ccc4c(=O)[nH]c(CN5CCOCC5)nc4c3)sc2c1	1.2	1.1	-4	1	-8	1.1	-31	2	1.2	1.3
CCCN(CC(=O)Nc1ccc(C(N)=O)cc1)CC(=O)Nc1ccccc1C	1.1	1.1	-4	1	-6	1.3	-11	-7	1.3	0.8
O=C(NNc1cc(N2CCOCC2)nc(N2CCOCC2)n1)c1ccc(Cl)c(Cl)c1	1.2	1	2	1	5	0.5	-21	-8	0.8	0.3
O=C(CCN1CCOCC1)c1ccccc1	1.2	1.1	-6	1.1	-8	1	-10	5	1	0.9
Cn1c2ccccc2c(=O)c2c(=O)n(Cc3ccco3)c(COc3ccccc3)nc21	1.1	1	-1	1	1	1	-1	-8	1.1	1
CC(C)(CSc1ccccn1)NS(=O)(=O)c1ccccc1	0.91	1	-2	1	-2	0.9	-3	9	1	0.9
Cc1ccc(-c2cc(-c3ccccc3)nc(Cl)n2)cc1	1.7	1	-3	1	-4	0.9	-7	-10	0.8	0.9
COc1ccc(CCNC(=O)CSc2ccc(-c3cccs3)nn2)cc1OC	1	1	-3	1	-4	0.9	-6	42	1.1	1
CSc1snc(SCC(N)=O)c1C#N	1.1	1	-3	1	-5	1	-8	2	1	0.9
O=c1[nH][nH]c(C(F)(F)F)c1C=NCc1ccc(Cl)cc1	0.96	1	-8	1.1	-5	0.9	2	-5	0.9	0.7
COc1cccc(-c2cc(C(=O)N3CCCCC3C)no2)c1 (stereo not drawn)	3.6*	1	28	0.7	-5	0.9	-3	133	1	1
CCOC(=O)C1=C(O)C(=O)N(Cc2cccnc2)C1c1ccc(OC)cc1 (stereo not drawn)	1.1	1.1	-4	1	-7	1.1	-9	7	1	1
COc1cc(Cl)ccc1NC(=O)COc1ccccc1C(=O)N1CCN(c2ccc(O)cc2)CC1	1.8	1.1	-8	1.1	-9	0.8	-8	-17	0.9	0.9
CC(Oc1cccc(Cl)c1)C(=O)NCCCCc1ccccc1 (stereo not drawn)	1.2	1	-10	1.1	-4	1	-2	-2	1	1.1
Cc1nnc(SCc2cccc([N+](=O)[O-])c2)s1	1.7	1	-1	1	-4	1	-10	5	1.1	1.1
Cn1cccc1/C=C1\SC(=S)N(NC(=O)c2ccc(Cl)cc2)C1=O	1.1	0.7	-4	1	31	0.9	20	-8	0.8	1
CCOc1ccc(C(=O)Nc2sc3c(c2C(=O)OC)CC(C)(C)NC3(C)C)cc1	1.2	1	-5	1	0	1	-1	15	0.9	1
COc1ccc(N2CCN(c3nc4ccccc4n3CC(=O)c3ccccc3)CC2)cc1	1.1	1	-3	1	-1	0.9	-10	-1	1.1	0.9
O=C(CSc1nnnn1C1CCCCC1)NNC(=O)c1ccco1	1.3	1	-5	1.1	-5	1	-23	16	1	1.3

New compounds follow.
Compound	NF-kB expr up	TNAP act hi DEA	FLuc inh counter	FLuc stim CS	TNAP inh hiacc	PMI act hi M6P	TNAP inh noacc	APP 5'UTR act	PMI act	bIAP act
CC(C)OC(=O)CSc1nc(-c2ccc(F)cc2)cc(C(F)(F)F)n1	1.6	1	-1	1	-2	1.1	-3	11	1.1	0.9
Cc1ccc(SCc2cc(=O)n(C)[nH]2)cc1	1.1	1	6	0.9	0	0.6	-4	-3	0.7	1.1
O=C(NCc1ccccc1Cl)c1ccccc1CCc1ccccc1	0.87	1.1	-1	1	-7	1	-6	0	1	1.3
COCCCNCC(=O)c1c(N)n(Cc2ccccc2)c(=O)n(C)c1=O	1.4	1.1	-9	1.1	-8	0.9	-5	-15	1	0.9
O=C(NC(NC1CCS(=O)(=O)C1)C(Cl)(Cl)Cl)c1ccc(Br)cc1 (stereo not drawn)	0.96	1	-9	1.1	-3	1	-11	-11	1	0.9
Nc1ccc(Nc2nc(-c3cccs3)cs2)cc1	1.7	1	90*	0.1	5	x	-2	311*	x	1.1
O=C1c2cc(N3CCCC3)c([N+](=O)[O-])cc2C(=O)N1c1ccccc1	0.89	1	-5	1.1	0	1	-2	-2	1	1.2
COc1ccc(NC(=O)C2CC(=O)OC23CCOC(C)(C)C3)cc1 (stereo not drawn)	1	1	-7	1.1	-2	1.1	-11	-1	1.1	0.9
CC(=O)OCc1cc(=O)n(C)c(=O)n1C	1.1	1	-2	1	-3	1	-8	14	0.9	1
COc1ccc(CC(=O)n2nc(-c3ccccc3)nc2NCc2ccco2)cc1	1.9	1.1	-5	1	-6	0.9	36	46	0.9	0.9
C/C=C/COC(=O)c1[nH]c2c(c1C)C(=O)CC(c1ccco1)C2 (stereo not drawn)	1.9	1	-7	1.1	-2	1.1	-7	-95	1.1	0.8
CC(=O)Nc1ccc(S(=O)(=O)N2CCCN(S(=O)(=O)c3ccc(C)cc3)CC2)cc1	0.98	1	-3	1	0	0.9	-2	-3	0.9	1
COCCNC(=O)CN1CCN(Cc2cccc(Cl)c2)C1=O	1.3	1	-3	1	-1	0.9	-12	8	0.9	0.8
O=C(Nc1ccc(Cl)cn1)C1C(c2ccccc2)C1(Cl)Cl (stereo not drawn)	0.95	1	-2	1	4	0.9	-1	1	0.9	1
COc1ccc(OC)c(S(=O)(=O)NCc2cn3cccc(C)c3n2)c1	1.5	1	0	1	-3	1.2	-3	9	1.2	0.9
CC(=O)Nc1ccccc1C(=O)C(=O)Nc1ccc(C)c(F)c1	2.4	1	6	0.9	-4	0.9	-4	129	0.8	1

In the list so far, 3 have a cyano group.
Compound	NF-kB expr up	TNAP act hi DEA	FLuc inh counter	FLuc stim CS	TNAP inh hiacc	PMI act hi M6P	TNAP inh noacc	APP 5'UTR act	PMI act	bIAP act
COCc1cc(C)nc(OCC(=O)N/N=C/c2ccc(-c3cc([N+](=O)[O-])ccc3Cl)o2)c1C#N	0.98	1	-6	1.1	-2	1.1	-7	11	1.1	0.9
CNc1oc(-c2cccs2)nc1C#N	1.3	1	-3	1	-2	1	-10	4	0.9	1.1
CSc1snc(SCC(N)=O)c1C#N	1.1	1	-3	1	-5	1	-8	2	1	0.9
